HMGR II inh = inhibitors of class II HMG-CoA reductase from Enterococcus faecalis; purified E. faecalis HMGR, NADPH absorbance 340 nm kinetic; inhibition, % at 10 µM; 190,000 tested, 0.41% active; AID 1066;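 active = inhibition above a set limit, the median over all tested compounds plus 3 SD, cut at about 9.5% in these data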;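 also: enzyme runs in reverse so mevalonate oxidation gives rising NADPH absorbance; 0% = complete reaction with DMSO and 100% = background rate lacking mevalonate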
Redox H2O2 prof = compounds producing H2O2 with reducing agent – biochemical, NIH compound library profiling, artefact control for MLSCN library redox annotation, primary screen; AID 878; 200,000 tested, 0.03% active; activation, % at 10 µM; DTT-dependent redox cycling H2O2, phenol red/HRP absorbance; 100% = 100 µM peroxide control, 0% = buffer;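 active = activation of at least 50% relative to the plate's high and low controls in the primary single-dose screen; inactive = activation below 50%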;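 also: compound incubated with DTT at 0.8 mM final as the reducing agent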
TNAP inh hiacc = blocks human TNAP under high phosphate acceptor concentration; purified TNAP, CDP-star luminescence, 1 M DEA; 200,000 tested, 0.03% active; P05186; inhibition, % at 20 µM;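 active = over 50% inhibition of tissue-nonspecific alkaline phosphatase at 20 µM in the single-dose screen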;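 also: plate controls were DMSO wells for no effect and EDTA-quenched wells as full inhibition for full effect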
Target sequence (P05186 whole entry, looked up): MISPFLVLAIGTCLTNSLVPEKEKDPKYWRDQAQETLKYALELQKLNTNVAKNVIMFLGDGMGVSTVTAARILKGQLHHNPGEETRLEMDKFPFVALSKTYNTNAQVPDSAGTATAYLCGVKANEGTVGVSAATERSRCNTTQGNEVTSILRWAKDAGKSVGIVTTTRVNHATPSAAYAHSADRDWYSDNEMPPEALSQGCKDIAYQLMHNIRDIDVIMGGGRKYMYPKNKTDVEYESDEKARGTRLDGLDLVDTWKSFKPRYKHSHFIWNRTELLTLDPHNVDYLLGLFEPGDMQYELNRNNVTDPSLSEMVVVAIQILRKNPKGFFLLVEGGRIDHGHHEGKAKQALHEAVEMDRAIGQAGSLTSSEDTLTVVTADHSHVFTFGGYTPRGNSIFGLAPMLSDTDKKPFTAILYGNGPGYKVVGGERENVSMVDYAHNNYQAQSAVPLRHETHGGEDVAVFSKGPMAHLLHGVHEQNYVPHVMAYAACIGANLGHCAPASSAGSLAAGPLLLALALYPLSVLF
S1P3 antag = antagonists of human S1P3 receptor. 170,000 tested, 0.27% active. AID 485. CHO S1P3 NFAT-BLA reporter, FRET fluorescence, antagonist mode. Q99500. inhibition, % at 4.98 µM;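 active = inhibition above the plate cutoff, the mean inhibition of test wells on that plate plus 3 SD, cut at about 28% in these data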;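 also: cells challenged with S1P at its EC80 of 0.8 µM; blue over green emission ratio from cleaved BLA substrate after 4 h stimulation; 0% = S1P-stimulated wells and 100% = unstimulated DMSO-only wells; some compounds past the cut are filed as inactive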
Target sequence (Q99500 whole entry, looked up): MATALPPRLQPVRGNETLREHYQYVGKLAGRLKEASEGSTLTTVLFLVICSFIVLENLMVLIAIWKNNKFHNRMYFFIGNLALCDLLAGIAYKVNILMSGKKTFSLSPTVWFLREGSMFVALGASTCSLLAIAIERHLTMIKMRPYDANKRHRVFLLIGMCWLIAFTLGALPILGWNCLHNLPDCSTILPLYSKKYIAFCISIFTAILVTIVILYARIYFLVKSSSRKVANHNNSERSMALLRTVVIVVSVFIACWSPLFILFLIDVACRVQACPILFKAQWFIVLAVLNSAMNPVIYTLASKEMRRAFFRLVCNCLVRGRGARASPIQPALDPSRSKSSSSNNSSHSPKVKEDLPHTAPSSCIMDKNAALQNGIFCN
PMI activator = phosphomannose isomerase (human) activation. P34949. purified human PMI, coupled resazurin fluorescence, 20 min; stronger effect = higher value; 1 = vehicle control, 0 substrate-free wells. activation factor at 20 µM. 190,000 tested, 0.005% active. AID 1214;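 active = activation factor of 2 or more at 20 µM, relative to plate controls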
TNAP inh noacc = inhibitors of human TNAP without phosphate acceptor | inhibition, % at 20 µM | purified TNAP, CDP-star luminescence, 30 min | 200,000 tested, 0.26% active;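 active = tissue-nonspecific alkaline phosphatase inhibition above about 50% at 20 µM in the single-dose screen, limit read from the data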;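 also: 0% = DMSO negative control and 100% = EDTA positive control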
Hsp70 act = switches on Hsp70 transcription; HeLa Hsp70 promoter luciferase reporter, luminescence; scaled: vehicle 0, proteasome-inhibitor control 100%; activation, % at 10 µM; 200,000 tested, 0.04% active;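 active = activation above the mean across all tested compounds plus 3 SD, cutoff set per campaign, cut at about 5.5% in these data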;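 also: 100% = MG132 at 30 µM as the positive control and 0% = DMSO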
PMI act hi M6P = increases human PMI activity with near-saturating mannose 6-phosphate. AID 1216. 190,000 tested, 0.34% active. activation factor at 20 µM. P34949. coupled PMI enzyme assay, resazurin fluorescence, 20 min; stronger effect = higher value; 1 = untreated enzyme, 0 = substrate-free blank;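 active = activation factor of 2 or more at 20 µM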
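Test system: human PMI in coupled enzyme assay; Input: PMI at 15 ng/mL final; Medium: HEPES buffer, pH 7.4; Schedule: 20 min incubation at room temperature; Technique: resorufin fluorescence at Ex 544/Em 590 nm; Compound: 20 µM single dose; Probe or stimulus: Near-saturating mannose-6-phosphate, 1.0 mM.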
L major viab = inhibitors of Leishmania major promastigote growth | inhibition, % at 10 µM | AID 1063 | Leishmania major promastigotes, resazurin fluorescence viability | 200,000 tested, 9% active; in the data active = inhibition above about 50%;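 also: promastigotes grown with compound for 44 hours at 28 °C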
RAM network inh = yeast RAM network inhibition. S. cerevisiae dse1pr::URA3 reporter, 5-FOA growth OD615, 2 d; analog-sensitive cbk1-as2 kinase mutant strain. inhibition, % at 50 µM. 190,000 tested, 1.8% active. AID 868;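 active = inhibition above a set limit, 3 SD over mean compound inhibition, cut at about 8.4% in these data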;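 also: 0% = DMSO-only wells with no growth and 100% = 10 µM 1-NA-PP1 full growth; inhibition rescues growth on 5-FOA so higher OD means more RAM inhibition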
* hit, by the source's call; nt = no result given.

smiles,HMGR II inh,Redox H2O2 prof,TNAP inh hiacc,S1P3 antag,PMI activator,TNAP inh noacc,Hsp70 act,PMI act hi M6P,L major viab,RAM network inh
S=C(NCCCN1CCOCC1)Nc1cccc(Cl)c1,4,-0.5,-1,-16,1.1,9,-0.1,1,22,1.3
COCCNC(=S)NCc1ccc2[nH]c3c(c2c1)CCCC3,1,-1.2,-4,-1,0.9,-10,-0.2,0.8,-3,1.2
CCN1/C(=C\C=C(C(C)=O)C(C)=O)Sc2ccccc21,-1,-0.2,38,10,1,39,0.2,1,17,1.2
CCOc1ccccc1NC(=O)CCc1ccc(C)o1,-7,2.3,-7,-15,0.9,-11,0.2,1,4,1.8
CN(CC(=O)Nc1ccc(F)c(F)c1F)c1ncnc2sccc12,-1,-0.3,1,-8,1,-4,-0.4,1.1,-2,0.5
COc1ccc(-n2nnc3c(SCC(=O)Nc4ccc5c(c4)OCCO5)ncnc32)cc1,2,0.7,0,6,0.8,-7,-0.1,1,21,3.1
COC(=O)CSc1nc2ccc(NC(=O)CSc3nnnn3Cc3ccccc3)cc2s1,2,-0.3,-2,-17,1,2,-0.3,0.9,-1,8.2
Cc1ccc(CSc2ccc(-c3ccc4c(c3)OCO4)nn2)cc1,4,0.6,3,-8,1,5,-0.4,1,-10,4.0
CC1C(=O)N(c2ccc(S(=O)(=O)N(C)C)cc2)C1(/C=C/c1ccccc1)C(=O)NC1CCCC1 (stereo unspecified),-2,-0.2,-6,0,1,0,-0.3,1,54*,6.9
Cn1c(C(=O)NC2CCCCCC2)cc2c(=O)n(C)c3ccccc3c21,-3,-2.9,-2,-22,1,-17,-0.2,0.9,21,3.6
CN(C(=O)CSc1ncnc2sc(-c3ccccc3)cc12)C1CCS(=O)(=O)C1 (stereo unspecified),-5,-0.6,0,-18,1.1,-3,0.0,1,-1,1.7
CCOC(=O)C(Cc1cc(C(C)=O)ccc1OCC)C(=O)OCC,-3,1.9,2,-14,0.9,-5,-0.2,0.9,8,1.6
CC(=O)c1ccc(NC(=S)NCCCN2CCOCC2)cc1,-1,0.2,-2,10,0.9,-8,-0.2,0.9,0,0.7
CCc1cc2c(SCC(=O)N(CC)c3c(N)n(Cc4ccccc4)c(=O)[nH]c3=O)ncnc2s1,-3,-0.4,-6,-7,1.1,-12,-0.2,1.1,0,2.4
COC(=O)c1c(N)sc2c1CCN(c1ncc(C(F)(F)F)cc1Cl)C2,-1,2.2,-3,nt,0.9,-9,-0.5,0.9,-5,1.3
CSc1ccccc1NC(=S)Nc1ccccc1C(F)(F)F,-4,0.3,-5,nt,1.1,6,-0.1,1,-6,1.6
CC1=NC(Nc2nc(C)c3ccccc3n2)=NC(C)(C)C1,1,2.3,-6,-10,0.9,0,-0.3,1,98*,1.0
CC(C)OC(=O)CCCCCN1C(=O)CSC1=S,4,3.0,-3,-13,0.9,-28,-0.5,0.9,37,-0.5
O=C(NCc1cccs1)C1CCCN(S(=O)(=O)c2ccc3c(c2)OCO3)C1 (stereo unspecified),-6,-0.2,-1,nt,1,-11,-0.1,1,2,3.2
N#CC1=C(N)Oc2cc(O)c(C=Nc3ccccc3)cc2C1c1ccccc1 (stereo unspecified),-5,0.8,-1,-10,0.9,-8,-0.2,1,1,1.4
COc1ccc2cc3cc(C(=O)NCC4COc5ccccc5O4)oc3nc2c1 (stereo unspecified),-4,-0.4,-4,-9,1.1,2,-0.6,1,-3,3.4
CSc1cccc(NC(=O)c2cnccn2)c1,-2,0.3,-4,nt,1,-10,0.2,1,5,2.0
Cc1ccc(C(=O)N2N=C3c4ccccc4S(=O)(=O)N3[C@H]2N(C)C)cc1,-2,-0.9,-7,11,0.9,-8,-0.1,0.9,-4,-0.4
COc1cccc(C(=O)O/N=C(\N)c2ccncc2)c1,3,-3.5,-2,nt,1,2,0.5,1,2,3.8
O=S(=O)(NCCOc1ccc(F)cc1)c1ccc2c(c1)OCCO2,6,-0.9,-7,-42,1,-12,-0.2,1,-2,-0.5
COC(=O)C1=C(C)C(c2cccs2)NC(=O)N1C (stereo unspecified),2,3.2,-2,nt,1,-7,0.0,1,4,0.1
Cc1ccc2nc(NC(=O)c3ccc(OCC4CCCO4)cc3)sc2c1 (stereo unspecified),2,-0.4,-3,-8,1,-6,0.0,1,3,4.0
COC(=O)c1ccccc1NC(=O)c1noc2c1CCC2,5,nt,0,-8,1,-9,nt,1.1,nt,3.0
CC1CCN(Cc2ccc(NC(=O)CC3Oc4ccccc4NC3=O)cc2)CC1 (stereo unspecified),2,-0.2,-4,-7,0.9,-11,0.2,0.8,7,1.6
Cc1cccc(C)c1NC(=O)C1(N2C(=O)CC2c2ccccc2)CCCCC1 (stereo unspecified),-3,-0.3,-3,-6,0.8,-6,-0.3,1,4,3.3
Cc1cccc(NS(=O)(=O)c2cc(C(=O)N3CCN(C)CC3)ccc2C)c1,0,0.2,4,nt,1,-2,-0.4,0.9,3,0.8
O=C1c2ccccc2C(=O)N1CCc1c[nH]c2ccccc12,-8,-0.2,0,1,0.8,-4,0.5,0.8,-4,1.1
COc1ccc(-c2cc(C(F)(F)F)nc(-n3cc(Cl)cn3)n2)cc1,0,0.4,-4,nt,0.8,-12,-0.5,0.9,14,5.0
CCOC(=O)C1C(c2ccc(C)o2)NC(=O)NC1(O)C(F)(F)F (stereo unspecified),-3,-0.1,0,-8,1,-8,0.2,1,0,0.2
Cc1ccc(C(=O)c2c[nH]c(C(=O)NCc3cccnc3)c2)cc1,-2,-6.9,0,nt,0.9,-8,0.2,0.9,0,0.9
CC(Sc1nc(-c2ccccc2)cc(C(F)(F)F)n1)C(=O)N1CCC(C(N)=O)CC1 (stereo unspecified),-9,0.0,-4,4,1,-7,0.0,1.1,0,0.3
CCn1c(O)c(N=NC(=O)CNC(=O)c2ccco2)c2ccccc21,-5,0.2,5,12,1,-3,-0.2,1.1,1,0.5
O=c1cc(N2CCOCC2)c2ccccc2o1,-1,0.1,-3,nt,0.9,-3,-0.4,1,-3,1.0
O=S(=O)(Nc1nnc(-c2ccccc2)s1)c1ccc(Cl)cc1,-3,0.0,-6,26,0.9,-10,0.2,1,-6,2.5
C=CCn1c(SCc2nc3ccccc3c(=O)[nH]2)nnc1-c1cc2cc(Cl)ccc2o1,-4,0.9,-1,-10,0.9,1,0.0,0.9,-3,3.4
Cc1ccc(S(=O)(=O)N2CCN(c3cc4c(cc3[N+](=O)[O-])n(C)c(=O)n4C)CC2)cc1,-6,-0.3,0,nt,0.9,-5,-0.5,0.9,41,1.0
O=C(NCCNC(=O)C(c1ccccc1)c1ccccc1)c1ccco1,3,-0.1,-6,-5,1,-6,0.3,1,-3,1.7
Cn1nc(C(F)(F)F)c(/C=N/OC(=O)c2ccccc2)c1Cl,-1,1.8,1,nt,1.2,4,-0.3,1.1,-4,2.8
Cc1ccc2c(N)[nH]nc2n1,2,0.0,-1,-18,1,1,0.0,1,-5,1.1
CCOC(=O)N1CCN(S(=O)(=O)c2ccc(OC)c3ccccc23)CC1,-7,-0.5,2,-17,0.9,-4,0.2,0.9,7,0.2

Copied from the list:
For RAM network inh, CCn1c(O)c(N=NC(=O)CNC(=O)c2ccco2)c2ccccc21 has the entry 0.5
For RAM network inh, O=c1cc(N2CCOCC2)c2ccccc2o1 has the entry 1.0

The results go on.
smiles,HMGR II inh,Redox H2O2 prof,TNAP inh hiacc,S1P3 antag,PMI activator,TNAP inh noacc,Hsp70 act,PMI act hi M6P,L major viab,RAM network inh
O=C(NCCO)c1cccc2c1C(=O)c1ccccc1-2,-5,0.8,-5,-4,1.2,-8,-0.2,1.1,-2,0.1
CC(C)(O)C#Cc1ccc(C(=O)N2CCCC2C(=O)O)s1 (stereo unspecified),3,-0.4,-5,16,0.9,-14,-0.2,1,-3,1.6
O=C(COc1ccc(Cl)cc1Cl)OCC(=O)N1CCCc2ccccc21,-9,-0.1,4,-9,0.8,-8,-0.4,0.9,-7,7.6
CC(C)c1cc(CNC(=O)CC2C(=O)NCCN2CC2CCCCC2)on1 (stereo unspecified),-1,-1.0,-5,-7,1,-12,0.0,0.9,-5,1.2
O=[N+]([O-])c1ccc2c(c1)[nH]c(=S)n2-c1ccccc1,2,0.3,2,-6,0.4,-35,-0.5,0.5,-3,4.8
COc1ccccc1S(=O)Cc1ccc(C(=O)NCc2ccccc2Cl)o1 (stereo unspecified),-4,0.1,-3,-11,1.1,3,-0.3,1.1,5,1.0
COCCn1c(C)cc(C(=O)CSc2nc3nc(C)cc(C)n3n2)c1C,3,nt,-5,-6,1,-4,-0.3,0.9,62*,-0.4
Cc1cc(NC(=O)CSc2nnc(C)c(=O)n2N)no1,-2,-1.0,-6,-33,1.1,-17,-0.3,1.1,-1,1.7
CC(=O)OC1OCCOC1NC(=S)Nc1ccc(C)cc1 (stereo unspecified),-8,-0.4,-2,-21,0.8,-1,-0.3,0.9,13,1.0
CN(C)CCNc1oc(COc2ccc(Cl)cc2Cl)nc1C#N,-3,3.0,-2,nt,1,-29,-0.5,0.9,3,-1.1
CC(=O)c1nn(-c2cccc(Br)c2)cc1C(=O)c1ccc(C)cc1,1,0.1,-7,nt,1,-14,0.1,1,-5,3.2
CC(C)=CC(=O)Nc1nc2ccc([N+](=O)[O-])cc2s1,-6,-0.3,10,-4,1,2,0.4,0.9,22,4.4
O=C(Nc1ccccc1)c1cccc(-c2nnc(-c3ccccc3)o2)c1,-1,3.8,-3,13,0.9,4,0.2,0.9,-11,5.7
CCn1c2ccccc2c2cc(NC(=O)c3cc(OC)c(OC)c(OC)c3)ccc21,-4,1.3,-6,nt,0.8,-11,0.1,0.9,-5,12*
CN(c1ccccc1C(=O)NC1CCCCC1)S(=O)(=O)c1ccccc1,-5,0.1,0,-9,0.9,0,0.1,0.9,3,0.5
COc1ccc(-c2csc(N3CCC(C(N)=O)(N4CCCCC4)CC3)n2)cc1,-6,-0.1,-8,17,0.9,-12,-0.3,1,29,2.9
COc1ccc(C(=O)NNc2ccccc2)cc1,-2,-0.5,2,11,1.7,-19,-0.1,2.4*,92*,-1.3
Cc1ccc(C(=O)N2N=C(c3ccccc3)CC2(O)C(F)(F)F)o1 (stereo unspecified),-4,0.0,-5,11,1,-1,-0.1,1,25,-0.9
COc1ccccc1CNC(=O)CSc1ccc(Br)cc1,-1,-0.3,-5,2,0.9,-12,-0.3,1,4,2.5
O=C(O)CCC1COc2ccccc2O1 (stereo unspecified),-2,0.9,-8,7,0.9,-10,0.3,0.9,-8,1.6

Screening data deposited in PubChem BioAssay by several laboratories.
